D3 antag: D3 dopamine receptor (human) antagonism | P35462 | D3R cells, DiscoveRx beta-arrestin luminescence, antagonist mode; stronger effect = lower value | max response, negative = inhibition, % | hit rate 2.5% among 360,000 | AID 652054; in the data active = max response below about -50%; inconclusive = no clear call, values can overlap the other calls; note: % is set by controls: 0 for no effect and ±100 for the full control effect; mostly tested at two doses, the higher about 12 µM
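Cells expressing the human receptor were seeded at 1500 cells/well, incubated overnight at 37 degrees C in 5% CO2, then exposed to library compounds with dopamine controls for 90 minutes at 37 degrees C before luminescent detection.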
PLK1 PBD inh: blocks phosphopeptide binding to human PLK1 polo-box domain; P53350; Plk1 PBD binding of FITC phosphopeptide, fluorescence polarization; Potency, µM, inactives show max response, negative = inhibition, most hits filed as inhibitors; hit rate 2.8% among 360,000; AID 720504; note: potency is the fitted concentration of half-maximal effect; series mostly up to about 57 µM; % is set by controls: 0 for no effect and ±100 for the full control effect; nearly all actives have a fitted effect of over 65% in size
Target sequence (P53350 whole entry, looked up, the tested form may be a part): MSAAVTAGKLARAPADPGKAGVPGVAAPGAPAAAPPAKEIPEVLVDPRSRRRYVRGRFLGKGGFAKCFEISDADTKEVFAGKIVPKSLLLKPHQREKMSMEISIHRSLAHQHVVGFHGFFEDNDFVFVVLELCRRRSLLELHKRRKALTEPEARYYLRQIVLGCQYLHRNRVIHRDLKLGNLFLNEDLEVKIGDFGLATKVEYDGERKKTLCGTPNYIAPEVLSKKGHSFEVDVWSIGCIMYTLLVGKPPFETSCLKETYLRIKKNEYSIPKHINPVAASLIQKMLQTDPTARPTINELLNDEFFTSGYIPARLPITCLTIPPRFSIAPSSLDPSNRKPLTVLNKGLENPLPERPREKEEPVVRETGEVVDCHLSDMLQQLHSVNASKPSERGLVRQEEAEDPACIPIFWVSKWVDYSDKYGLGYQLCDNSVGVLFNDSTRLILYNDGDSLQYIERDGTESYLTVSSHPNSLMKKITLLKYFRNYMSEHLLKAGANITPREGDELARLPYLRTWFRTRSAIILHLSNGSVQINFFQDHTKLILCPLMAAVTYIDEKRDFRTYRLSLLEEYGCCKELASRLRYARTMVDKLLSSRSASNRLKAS
D3 ag: D3 dopamine receptor (human) agonism. hit rate 0.58% among 410,000. max activation, %. P35462. D3R DiscoveRx beta-arrestin cells, luminescence, 90 min; in the data active = max activation above about 30%; note: 0% is about no effect; mostly tested at two doses, the higher about 12 µM
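Agonist-mode cell screen: cells plated at 1500/well and incubated overnight at 37 °C, then exposed to library compounds for 90 min at 37 °C. Detection reagent was added for 30–60 min at room temperature, and luminescence was read.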
GLP1R inv ag: acts as inverse agonist at human GLP-1 receptor; hit rate 1.6% among 410,000; Potency, µM (titrated, usually from 38.3 µM), inactives show at the top dose activity change, negative = inhibition, most hits filed as inhibitors; HEK293 GLP-1R CRE-luciferase, luminescence, 24 h; GLP-1R form is constitutively active; P43220; note: potency is the fitted concentration of half-maximal effect; % is set by controls: 0 for no effect and ±100 for the full control effect; nearly all actives have a fitted effect of over 55% in size
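GLP-1R inverse agonism mode: basal reporter luminescence in engineered HEK293 cells measured after one day of compound exposure at 37 deg C, with a 12 min room-temperature detection step.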
PI5P4K alpha inh: blocks human PI5P4K alpha kinase activity | hit rate 1.2% among 330,000 | P48426 | max response, % | PI5P4Kalpha enzyme, ADP-Glo luminescence, 60 min; stronger effect = lower value; active = max response of -50% or lower; inconclusive = between -30% and -50%; inactive = -30% or higher; note: value at the top dose of about 77 µM; % is set by controls: 0 for no effect and ±100 for the full control effect
Target sequence (P48426 whole entry, looked up): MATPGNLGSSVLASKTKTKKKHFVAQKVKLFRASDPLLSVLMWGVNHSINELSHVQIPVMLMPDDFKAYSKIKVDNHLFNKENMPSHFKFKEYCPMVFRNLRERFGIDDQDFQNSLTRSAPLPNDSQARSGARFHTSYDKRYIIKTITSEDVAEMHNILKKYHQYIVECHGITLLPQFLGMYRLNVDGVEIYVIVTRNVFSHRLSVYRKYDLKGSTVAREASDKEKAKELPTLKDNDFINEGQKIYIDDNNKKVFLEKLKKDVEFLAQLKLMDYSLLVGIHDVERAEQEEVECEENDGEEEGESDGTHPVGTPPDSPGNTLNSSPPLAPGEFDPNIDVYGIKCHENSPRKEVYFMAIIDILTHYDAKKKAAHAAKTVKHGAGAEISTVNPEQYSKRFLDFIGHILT
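Controls without substrate or without enzyme flank wells where PI5P4Kalpha converts substrate using 5 microM ATP (final). Incubation lasts 60 minutes at room temperature; ADP formed is read by ADP-Glo luminescence.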
GLP-1R agonist: GLP-1 receptor (human) agonism; HEK293 GLP-1R CRE-luciferase, luminescence, 4-6 h; cells express a hypersensitive GLP-1R form; Potency, µM (top dose mostly 45.6 µM), without a hit: top-dose activation, usual class: activators; hit rate 0.007% among 380,000; AID 624172; note: potency is the fitted concentration of half-maximal effect; % of control where 0% means no effect
WRN helicase inh: WRN helicase (human) inhibition; Q14191; WRN helicase unwinding, fluorescent forked duplex, kinetic; Potency, µM (top dose mostly 114 µM), for the others: at the highest dose activity change, negative = inhibition, actives largely listed as inhibitors; hit rate 0.46% among 360,000; AID 651768; note: potency is the fitted concentration of half-maximal effect; % is set by controls: 0 for no effect and ±100 for the full control effect; nearly all actives have a fitted effect of over 55% in size
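Kinetic fluorescence helicase assay: unwinding of a quenched forked DNA duplex (100 nM final) with 2 mM ATP final raises red fluorescence (525/598 nm). Compounds sat 15 min at room temperature with 20 nM WRN beforehand.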
IL-2 act: activators of IL-2; IL-2 activation reporter assay, cell-based qHTS; stimulated with anti-CD3/CD4/CD28 beads; in transgenic mouse T cells; activation, % (series mostly up to about 46 µM); hit rate 0.065% among 360,000; in the data active = activation above about 50%; inconclusive = mostly about 30% to 49%; note: 0% is about no effect
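First, unstimulated transgenic mouse T cells were exposed to compound for 60 min. Next, anti-CD3/anti-CD4-coated beads with anti-CD28 were added. Finally, after 18 h at 37 degrees C, EGFP and DsRed were imaged.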
GLP1R cytotox: cytotoxicity counter-screen for GLP-1 receptor inverse agonists | HEK293 cAMP-luciferase reporter cells, luminescence, 24 h | Potency, µM (top dose mostly 38.3 µM), inactives show top-dose activity change, negative = inhibition, hits mostly inhibitors | hit rate 0.13% among 410,000;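 note: loss of luciferase light is scored as toxicity; potency is the fitted concentration of half-maximal effect; % is set by controls: 0 for no effect and ±100 for the full control effect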
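MLSMR compounds, 24 hr on cells at 37 deg C/5% CO2; luminescence after luciferase reagent (12 min RT). Inhibition counted as the undesired cytotoxic outcome.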
Numbers without * were called inactive; ? = inconclusive; · = no result given; & = joins results of further samples; [ ] = dose if it differs, or a comment. Unless noted, calls come from the whole dose curve; as a rule, active = well fitted curve in the direction sought with a large enough effect; inconclusive = small, poorly fitted or top-dose-only effect, or another doubt; inactive = no such curve, though single readings can be large; an effect the other way counts as inactive or inconclusive.

SMILES	D3 antag	PLK1 PBD inh	D3 ag	GLP1R inv ag	PI5P4K alpha inh	GLP-1R agonist	WRN helicase inh	IL-2 act	GLP1R cytotox
COc1ccc(N(CC(=O)NCc2ccco2)C(=O)CCC(=O)Nc2nccs2)c(OC)c1	-11.2	-11.0%	-7.6	9.0%	6.1	6.5%	-3.6%	0.9	3.6%
COc1ccc(NC(=O)[C@@]2(CC(=O)O)CC(/C=C/c3ccccc3)=NO2)cc1	2.9	-6.0%	-0.1	4.6%	11.3	-0.2%	-1.3%	5.5	5.6%
O=c1c2ccc(Cl)cc2nc(-c2cccc(C(F)(F)F)c2)n1O	-4.9	-4.6%	2.5	0.0%	12.3	-11.8%	-7.5%	-2.2	-25.3%
CCCCNCCOCCOc1ccc(C)cc1Br	-80.6*	4.2%	-15.5	?	4.6	11.2%	1.1%	0.7	-15.9%
Cc1ccc(Cc2c(-c3cccc(Cl)c3)nc3c(C)cc(Br)cn23)cc1	?	-6.0%	-7.8	8.9%	-24.1	-4.2%	-7.3%	-0.5	3.4%
O=C(CCc1nc(-c2ccccc2)no1)N1CCCC1	-10.6	-20.1%	-4.2	4.0%	-15.2	-2.3%	-11.1%	1.7	-5.5%
O=C(CSc1ncn[nH]1)NC1CC2CCC1C2 (stereo unspecified)	20.6	-3.1%	0.4	5.3%	-7.3	1.1%	5.3%	0.6	-4.0%
COC(=O)C1C(=O)C2=C(CC1C)NC(=O)CC2c1cccc(C)c1 (stereo unspecified)	2.7	26.7µM*	0.7	-3.6%	-12.6	-5.0%	12.3%	-2.0	-4.9%
COc1cc(CN(C)CC2CCCN(CCc3ccccc3F)C2)cc(Cl)c1OC (stereo unspecified)	-27.7	7.8%	-12.9	?	2.2	5.8%	-0.1%[57.1 µM]	5.1	?
Nc1ncc2c(n1)-c1ccccc1CC2	6.7	-0.8%	8.9	35.5%[activator]	-0.5	7.3%	6.9%	0.7	-20.1%

Full records from above.
Results for `Cc1ccc(Cc2c(-c3cccc(Cl)c3)nc3c(C)cc(Br)cn23)cc1` → D3 antag: ?; PLK1 PBD inh: -6.0%; D3 ag: -7.8; GLP1R inv ag: 8.9%; PI5P4K alpha inh: -24.1; GLP-1R agonist: -4.2%; WRN helicase inh: -7.3%; IL-2 act: -0.5; GLP1R cytotox: 3.4%
Results for `COc1ccc(NC(=O)[C@@]2(CC(=O)O)CC(/C=C/c3ccccc3)=NO2)cc1` → D3 antag: 2.9; PLK1 PBD inh: -6.0%; D3 ag: -0.1; GLP1R inv ag: 4.6%; PI5P4K alpha inh: 11.3; GLP-1R agonist: -0.2%; WRN helicase inh: -1.3%; IL-2 act: 5.5; GLP1R cytotox: 5.6%

The results go on:
SMILES	D3 antag	PLK1 PBD inh	D3 ag	GLP1R inv ag	PI5P4K alpha inh	GLP-1R agonist	WRN helicase inh	IL-2 act	GLP1R cytotox
COc1ccc(-c2ccc3c(c2)S(=O)(=O)c2cccc(C(=O)NCc4cc(C)oc4C(F)(F)F)c2C3=O)cc1OC	48.2	-14.2%	9.0	18.6%	-3.4	5.6%	-12.1%[11.6 µM]	-1.7	-1.9%
COCCCNC(=O)CN(c1cccc(Cl)c1C)S(C)(=O)=O	-4.4	-11.6%	0.3	-6.0%	·	1.6%	-17.1%	-1.2	-1.2%
O=C(COC(=O)c1cccc(S(=O)(=O)N2CCCC2)c1)Nc1ccccc1Cl	16.5	5.2%	-7.7	?	-0.3	13.3%	-7.2%	0.3	3.4%
COc1cc(N2CCOCC2)ccc1C=C(C#N)C#N	-5.9	-7.1%	1.9	-3.3%	3.1	-3.0%	-6.3%	2.7	-12.7%
COC(=O)CSc1ccc2nnc(CCNS(=O)(=O)c3ccc(C)cc3)n2n1	5.6	-0.8%	1.5&5.2	-11.7%&2.6%	4.1	9.4%	1.3%	-2.4	0.9%&-14.3%
CN1CCN(C(=O)c2cc([N+](=O)[O-])ccc2Cl)CC1	10.5	5.5%	0.5	7.6%	1.2	10.0%	-4.3%	-1.6	-0.6%
O=C(CCN1c2ccccc2Sc2ccccc21)OCc1nnc(-c2ccccc2)o1	-24.9	1.0%	0.4	1.7%	1.7	2.2%	-13.7%	1.4	-13.4%
COc1ccc(C)cc1NC(=O)C1CCCN(S(=O)(=O)c2cccnc2)C1 (stereo unspecified)	-0.3	-9.3%	6.4	-8.5%	-0.8	-1.9%	-10.1%	1.0	19.0%
CCOC(=O)C(C)/C(C)=N/NC(=O)c1cc2ccccc2cc1O (stereo unspecified)	-0.3	-6.4%	4.2	-15.6%	?	-8.9%	-21.6%	-0.2	3.5%
Cc1cc(C(C)(C)C)oc1C(=O)N(CC(=O)NC1CCCC1)Cc1ccccc1	-9.2	0.8%	1.6	?	·	-0.1%	-6.2%	5.8	4.3%
COC(=O)CN(c1nc(C)c(Br)c(OC)n1)S(=O)(=O)c1ccc(C)cc1	17.8	1.5%	-4.3	?	1.1	0.5%	-0.9%	0.1	2.5%
CC(=O)N1c2ccc(S(=O)(=O)N3CCCC(C(=O)Nc4cccc(F)c4)C3)cc2CC1C (stereo unspecified)	0.7	-16.4%	1.2	7.9%	4.1	-1.7%	3.6%	-3.8	0.0%
Cc1cc(-c2nc3ccccc3c(=O)o2)ccc1[N+](=O)[O-]	-10.1	1.0%	3.6	28.2%	-1.5	3.8%	-3.9%	-3.9	-3.0%
CCCc1nc2c(nnn2Cc2ccccc2Cl)c(=O)[nH]1	-6.5	-2.4%	2.0	95.4%[activator]	-2.7	9.9%	0.2%	2.3	-0.9%
CCOC(=O)c1c(C2COc3ccccc3O2)csc1NC(=O)c1ccco1 (stereo unspecified)	13.1	2.51µM*	2.5	0.0%	·	-14.8%	-10.2%	0.2	-4.2%
COc1ccc(-c2ccccc2)cc1NC(=O)[C@@H]1O[C@H](CO)[C@@H](O)[C@H]1O	-4.9	-8.4%	-1.1	22.2%	-1.0	0.6%	-6.7%	0.0	-10.9%
CSCCC(NC(=O)c1ccccc1)C(=O)NCCCn1nc(C)cc1C (stereo unspecified)	-7.9	-1.9%	-1.3	7.3%	-2.1	1.7%	2.2%	4.5	-3.2%
Cn1ccnc1SCc1ccc(Cl)cc1Cl	8.8	-2.8%	2.3	-20.3%	3.3	13.6%	4.3%	0.2	-0.2%
O=C(NC1=NCCS1)c1ccc(Cl)c(S(=O)(=O)N2CCCC2)c1	-10.4	1.3%	4.8	1.3%	-0.6	8.3%	2.7%	-0.5	-0.9%
Cc1nn(C)cc1/C=N/NC(=O)Cn1nccc1C	-8.1	-2.6%	-0.5	12.9%	1.7	-0.6%	?	-0.5	4.5%[1.53 µM]
Nn1c(SCC(=O)Nc2ccc(F)cc2F)nnc1-c1cccnc1	-6.0	0.1%	-7.8	0.4%	·	-1.1%	1.7%	-0.2	-3.8%
CCOc1ccccc1OCCOCCOc1ccccc1[N+](=O)[O-]	7.0	-22.1%	3.1	-8.3%	-4.1	17.4%	-18.4%	-0.6	3.3%
CCOC(=O)C(C)Sc1nc(=O)n2ccccc2n1 (stereo unspecified)	-20.4	23.8µM*	-20.9	1.8%	-8.7	1.7%	5.2%[57.1 µM]	3.7	14.0%
Cn1ncc(N=Cc2ccccc2)c1C(N)=O	26.8	1.4%	1.6	0.5%	-7.6	-14.9%	-12.7%	-3.3	4.8%
O=C(CCNS(=O)(=O)c1ccccc1)NCCCSc1ccccc1	-19.7	-3.9%	-12.5	10.5%	8.4	-3.9%	-30.6%	-4.7	8.1%
COc1ccccc1NC(=O)Cn1c(O)c(N=NC(=O)c2ccccc2O)c2ccccc21	77.3	-18.7%	3.2	2.8%	-1.1	-0.6%	-9.6%[11.6 µM]	-0.2	-11.0%
COCCNc1ccc(S(=O)(=O)N2CCCC2)cn1	-9.2	-9.6%	-2.1	-8.3%[7.66 µM]	0.4	4.0%	4.7%	0.3	-1.5%[7.66 µM]
COc1ccc(S(=O)(=O)c2ccc(OC)c(OC)c2)cc1OC	-8.3	2.6%	-0.6	120.7%[activator]	0.9	15.9%	-3.4%	-0.3	13.3%
COc1cc(C(=O)NCC(=O)n2nc(C)cc2C)cc(OC)c1OC	8.8	-0.3%	0.7	0.0%	·	-13.6%	9.9%	0.3	9.4%
CC1(C(=O)Nc2ccc3c(c2)OCCO3)CN(S(C)(=O)=O)CC(=O)N1CCc1ccccc1F (stereo unspecified)	-16.5	-17.2%	-6.1	16.4%	-6.6	·	4.3%	0.4	-0.6%
COC(=O)CSc1nc2cc(OC)ccc2n1C	5.6	-5.2%	2.0	9.2%	5.6	-1.9%	-7.3%	-0.6	0.1%
Cc1ccc(C)c(NC(=O)N2CCc3ccccc3C2)c1	-11.9	3.6%	-6.9	-14.9%	0.6	-3.9%	-1.8%	0.8	-29.1%
CCOCCCNCc1ccc(OC)cc1	-16.4	-10.0%	-1.6	-14.7%	·	-0.3%	-0.6%	0.8	-22.7%
COc1ccc(C=NCCCN2CCOCC2)cc1	-14.9	-19.2%	0.9	4.5%	-6.4	1.9%	1.8%	-1.1	2.0%
COc1nc2ccccc2nc1N1CCN(c2ccc(F)cc2)CC1	51.2	2.6%	3.3	-20.1%	17.9	-1.8%	-0.4%	-2.9	-2.0%
COc1ccc(C(=O)OCC(=O)c2ccc3c(c2)NC(=O)CO3)cc1OC	11.8	-10.1%	3.0	11.9%	7.8	-3.5%	-2.7%	0.3	-5.2%
O=C(CSc1ncc(-c2ccccc2)nn1)NCc1ccco1	9.0	-13.1%	-6.6	19.6%	·	0.2%	-8.4%[11.6 µM]	0.2	-18.9%
O=C(C[C@H]1C(=O)N(Cc2cccnc2)C[C@@H]1Cc1ccccc1)Nc1ccc(Br)cc1	0.0	2.5%	-14.2	?	-1.0	-5.0%	1.6%	-2.7	-16.8%
CCN(C1CCCCC1)S(=O)(=O)c1ccc(S(=O)(=O)N(CC(=O)Nc2ccccc2)C2CC2)cc1	-6.4	-3.1%	-9.3	24.6%	·	-10.9%	-2.5%	-3.7	1.0%
CCCNC(=O)NCc1ccc(N2CCCC2=O)cc1	-19.2	-6.4%	-2.6	2.9%	-0.8	-8.9%	-2.2%	-2.3	-6.9%
COc1ccc(Cl)cc1NC(=O)c1cc(C)no1	73.3	-4.1%	-4.8	-4.2%	-0.3	8.6%	1.0%	0.0	8.0%

Screening data as filed in PubChem BioAssay.
